# Screening data from PubChem.
# IMPase Li inh = IMPase inhibition in cells with lithium potentiation. CHO-M1 cells, IP1 TR-FRET (IP-One), carbachol + lithium. Potency, µM (series often up to 59.4 µM), without a hit: at the top dose activity, negative = IMPase inhibition, usual class: inhibitors. 0.35% of 210,000 active. AID 1457;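 further: IP1 builds up when IMPase is blocked and the TR-FRET signal falls; potency means the concentration at half of the fitted maximal effect; plate controls were basal vehicle for no effect and high inhibitor control for full effect; nearly all actives have a fitted effect of over 50% in size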
#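 CHO cells stably expressing M1 receptor (2000/well) were cultured 16–30 h, then exposed to compounds with a small lithium addition for 30 min at 37C. IP1 was measured by TR-FRET competition; AC50 from Hill fits.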
# Luc counter = blocks Kinase-Glo luciferase, a counter-screen artifact; Q27757; Kinase-Glo luciferase, ATP luminescence, 8 min; Potency, µM (highest dose often 38.3 µM), for inactives: top-dose activity change, negative = inhibition, usual class: inhibitors; 0.28% of 200,000 active; AID 1379; further: potency means the concentration at half of the fitted maximal effect; on the % scale 0 is the no-effect control and ±100 the full control effect; nearly all actives have a fitted effect of over 60% in size
#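 Inhibition of Kinase-Glo luciferase light generation was assessed at 10 uM ATP in pH 7.2 imidazole buffer, with luminescence measured after eight minutes at ambient temperature.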
# CBFb RUNX1 block = blocks binding between human CBF-beta and RUNX1; 230,000 tested, under 10 active; Q01196+Q13951; AlphaScreen CBFb-His/RUNX1-biotin binding, biochemical; Potency, µM (titrated, usually from 59.8 µM), inactives show top-dose activity, negative = inhibition, hits mostly inhibitors; further: % of control where 0% means no effect
# Target sequence (Q01196 whole entry, looked up): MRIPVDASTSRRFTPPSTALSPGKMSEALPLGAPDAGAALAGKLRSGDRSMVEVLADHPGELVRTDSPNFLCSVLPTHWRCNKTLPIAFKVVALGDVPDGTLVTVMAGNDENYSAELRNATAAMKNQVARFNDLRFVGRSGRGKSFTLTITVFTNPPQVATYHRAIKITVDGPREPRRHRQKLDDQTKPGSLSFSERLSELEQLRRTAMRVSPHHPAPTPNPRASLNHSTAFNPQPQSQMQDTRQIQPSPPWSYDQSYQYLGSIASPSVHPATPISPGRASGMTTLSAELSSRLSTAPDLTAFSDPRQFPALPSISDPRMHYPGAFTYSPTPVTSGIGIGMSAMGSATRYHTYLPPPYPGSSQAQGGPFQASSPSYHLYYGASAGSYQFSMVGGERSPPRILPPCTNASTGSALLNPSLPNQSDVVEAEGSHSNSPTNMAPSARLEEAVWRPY
# Target sequence (Q13951 whole entry, looked up): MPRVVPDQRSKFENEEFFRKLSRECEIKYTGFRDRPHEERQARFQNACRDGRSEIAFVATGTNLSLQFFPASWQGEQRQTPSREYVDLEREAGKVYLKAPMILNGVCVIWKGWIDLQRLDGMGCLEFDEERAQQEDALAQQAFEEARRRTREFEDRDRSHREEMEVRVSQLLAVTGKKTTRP
#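 Room-temperature protein-protein interaction test with 30 nM each of His-tagged CBF-beta and biotinylated RUNX1, 15 min with compound, then 90 min with nickel plus streptavidin beads. Signal read in AlphaScreen mode.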
# HttQ103 aggreg = mutant huntingtin aggregation inhibition. 1.1% of 220,000 active. PC12 HttQ103-GFP aggregates, Acumen cytometry, 40 h. Potency, µM (top dose mostly 46.1 µM), for inactives: top-dose activity change, negative = inhibition, actives largely listed as inhibitors; further: potency means the concentration at half of the fitted maximal effect; on the % scale 0 is the no-effect control and ±100 the full control effect; nearly all actives have a fitted effect of over 60% in size
#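 PC12 cells stably carrying ecdysone-inducible HTT exon 1 Q103–GFP were induced with tebufenozide (100 nM final) and treated with library compounds in titration. GFP aggregates in lysates were counted by laser scanning cytometry.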
# SMN2 splice enh = SMN2 splice variant enhancement; HEK293 SMN2-luciferase splicing reporter, luminescence, 30-36 h; 2.8% of 210,000 active; Potency, µM (titrated, usually from 46.1 µM), without a hit: at the top dose activity change, positive = activation, actives largely listed as activators; further: potency means the concentration at half of the fitted maximal effect; % of control where 0% means no effect; nearly all actives have a fitted effect of over 55% in size
#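 HEK293 cells carry an SMN2 minigene-luciferase reporter in which exon 7 inclusion puts luciferase in frame. Cells were seeded at 2000 cells/well, attached for 10-12 hours, then exposed to compounds for 30-36 hours at 37C before ONE-Glo luminescence.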
# Lamin A splicing = changes lamin A minigene splicing in HeLa cells; HeLa LMNA splicing GFP/RFP minigene ratio, 48 h; Potency, µM (highest dose often 46.1 µM), for the others: top-dose ratio change, negative = inhibition, most hits filed as inhibitors; 0.01% of 200,000 active; AID 1487; active means well fitted inhibition curve with a large enough effect in the signal ratio, with a control signal flat, not every such curve was filed as active; inconclusive means small, poorly fitted or top-dose-only effect, or effect the other way, or a change in a side signal; the % refers to the signal ratio; further: potency means the concentration at half of the fitted maximal effect; on the % scale 0 is the no-effect control and ±100 the full control effect
#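 S3 HeLa cells stably expressing lamin A-EGFP splicing minigene plus DsRed2, 600 cells/well, 48 h compound exposure at 37C. Laser-scanning cytometry; analysed as GFP (500-530 nm)/RFP (575-640 nm) total intensity ratio; 0.5% DMSO vehicle.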
# HTT cytoprotect = protects HTT-Q103 PC12 cells, measured by ATP; 0.14% of 230,000 active; PC12 HTT-Q103 induced, cytoprotection, ATP luminescence, 40 h; Potency, µM (highest dose often 56.4 µM), for inactives: cytoprotection (ATP increase), actives largely listed as activators; AID 1471;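 further: potency means the concentration at half of the fitted maximal effect; % of control where 0% means no effect; nearly all actives have a fitted effect of over 45% in size; toxic huntingtin expression switched on by the ecdysone agonist tebufenozide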
#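 PC12 cells with ecdysone-inducible HTT exon 1 Q103-GFP, induced with 100 nM tebufenozide and co-treated with library compounds in a dose series (1536-well, 1500 cells/well). Cytoprotection read as ATP content by ATPlite luminescence.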
# An asterisk follows results filed as active; u = inconclusive; x = not tested or not shown; [ ] = dose if it differs, or a comment. Unless noted, the call rests on the fitted dose curve; in most records, active means well fitted curve in the direction sought with a large enough effect; inconclusive means small, poorly fitted or top-dose-only effect, or another doubt; inactive means no such curve, though single readings can be large; an effect the other way counts as inactive or inconclusive. Rows are unselected. About 4% of those tested had a hit in this group.
mol	HttQ103 aggreg	HTT cytoprotect	CBFb RUNX1 block	IMPase Li inh	Lamin A splicing	Luc counter	SMN2 splice enh
O=C(Cc1cccs1)Nc1ccccc1NC(=O)Cc1cccs1	-3%	5%	-3%	39%[activator][38.3 µM]	-3%	-2%	29%
Cc1n[nH]c(=S)n1/N=C/c1ccc(Br)o1	7%	8%	-1%	14%[38.3 µM]	6%	0%	2%
CC(C)c1nc(SCc2c(F)cccc2Cl)c2c(=O)n(C)c(=O)n(C)c2n1	10%	7%	9%	32%[activator][38.3 µM]	-9%	3%	-28%
O=C(N/N=C/c1ccc([N+](=O)[O-])cc1)c1ccc2nc[nH]c2c1	-12%	4%	3%	-6%[38.3 µM]	u	-3%	-11%
O=C(OCC(=O)c1c[nH]c2ccccc12)c1cccc(S(=O)(=O)N2CCCCCC2)c1	-9%	-2%[10 µM]	-2%	7%	-1%	4%	2%
O=C(NCc1ccc2c(c1)OCO2)c1cc2n(n1)C(C(F)(F)F)CC(c1ccc3c(c1)OCO3)N2 (centres undefined)	-12%	-3%[0.074 µM]	5%	21%[38.3 µM]	-7%	1%	-18%
Cc1ccc(-c2nn(C)c(=O)c3ccccc23)cc1CNC(=O)CN1CCOCC1	-2%	11%	5%	29%[38.3 µM]	2%	0%	-11%
COc1ccccc1CN1CCCC2(CCN(C(=O)c3ccncc3)CC2)C1	x	-3%	x	14%	x	-3%	-19%
Cc1cc(C(=O)OCC(=O)N2CCN(C(=O)c3ccco3)CC2)c(C)n1-c1ccc(F)cc1	6%	-11%	-6%	2%[38.3 µM]	u	0%	-23%
O=C(NC(=S)NCCc1ccc(Cl)cc1)c1ccco1	9%	38%[10 µM]	2%	0%	u	-2%	-6%
Cc1ccc(C)c(S(=O)(=O)N2CCCOC2CNC(=O)C(=O)NCCC2=CCCCC2)c1 (centres undefined)	15%	16%[10 µM]	9%	10%	u	-1%	-20%
CC(C)(C)c1ccc(Cn2cnc(-c3ccc([N+](=O)[O-])cc3)c2)cc1	u	9%[1.9 µM]	-28%	17%	u	0%	27%
CCOC(=O)c1ccccc1NC(=O)c1cccnc1	-22%	-8%[10 µM]	9%	12%	-12%	-1%	2%
Cc1ccc(NS(=O)(=O)c2ccc3c(c2)NC(=O)CC(=O)N3)cc1C	0%	-4%[10 µM]	-6%	3%	1%[46 µM]	0%	-12%
CCn1c2ccccc2n2c(=O)c(=O)n(CC(=O)N3CCN(c4ccccc4OC)CC3)nc12	-5%[9.22 µM]	-3%[10 µM]	0%	1%	11%[46 µM]	2%	-14%
c1ccc(-c2nc(N3CCCCCC3)nc(-n3ccnc3)n2)cc1	-16%	-58%[inhibitor]	1%	12%[38.3 µM]	16%	0%	-9%
CCOC(=O)C1=C(C)NC(SCC(=O)OC)=C(C#N)C1c1ccc(C(=O)OC)cc1 (centres undefined)	0%[9.22 µM]	-29%	u	26%[38.3 µM]	8%	11%	-14%
O=S(=O)(c1ccc(Cl)cc1)n1nnc2ccccc21	11%	-13%	1%	-8%[38.3 µM]	-3%	0%	3%
O=C(Cc1cccs1)NCc1cn2ccccc2n1	0%	-7%	4%	-11%[38.3 µM]	u	-3%	-16%
O=C(CN1CCCC1)Nc1ccc(OCc2ccccc2)cc1	-9%[9.22 µM]	-13%[10 µM]	6%	12%	9%[46 µM]	-1%	x
Cc1ccc(-c2csc(NC(=O)Cn3cnc4c3c(=O)n(C)c(=O)n4C)n2)cc1C	-30%	-9%	-5%	26%[38.3 µM]	2%	-3%	-3%
O=C(Nc1ccc(Cl)c(Cl)c1)N1CCC(N2CCCCC2)CC1	-6%	-15%	0%	-1%[38.3 µM]	-8%	-4%	-1%
COc1cc(C(=O)N2CCN(C(=O)C3CC3)CC2)cc(OC)c1OC	-14%	-19%[10 µM]	0%	24%[38.3 µM]	0%	-3%	x
O=C(NCC1CCCO1)C1CCN(CC2CCCCC2)CC1 (centres undefined)	-7%	5%	-4%	28%[38.3 µM]	3%	1%	16%

# Three compounds already listed, arranged by molecular weight, rising:
mol	HttQ103 aggreg	HTT cytoprotect	CBFb RUNX1 block	IMPase Li inh	Lamin A splicing	Luc counter	SMN2 splice enh
COc1cc(C(=O)N2CCN(C(=O)C3CC3)CC2)cc(OC)c1OC	-14%	-19%[10 µM]	0%	24%[38.3 µM]	0%	-3%	x
Cc1ccc(-c2csc(NC(=O)Cn3cnc4c3c(=O)n(C)c(=O)n4C)n2)cc1C	-30%	-9%	-5%	26%[38.3 µM]	2%	-3%	-3%
CCOC(=O)C1=C(C)NC(SCC(=O)OC)=C(C#N)C1c1ccc(C(=O)OC)cc1 (centres undefined)	0%[9.22 µM]	-29%	u	26%[38.3 µM]	8%	11%	-14%

# (next part)
mol	HttQ103 aggreg	HTT cytoprotect	CBFb RUNX1 block	IMPase Li inh	Lamin A splicing	Luc counter	SMN2 splice enh
COc1ccccc1CNC(=O)C1CCN(C(=O)NC2CCCCC2)CC1	9%	-12%	5%	-6%	x	-1%	4%
CC(C)(C)c1ccc(NNC(=O)C2CCC2)cc1	21%[9.22 µM]	9%[10 µM]	1%	x	x	x	x
CCOc1cc2[nH]c(=O)n(CCCCC(=O)N3CCCCCC3)c(=O)c2cc1OCC	4%	-2%[10 µM]	-4%	-1%	-8%	3%	-23%
O=C(c1cc2ccccc2oc1=O)N(Cc1cccs1)C1CCS(=O)(=O)C1 (centres undefined)	-6%	-6%	8%	12%[38.3 µM]	-8%	-1%	17%
Cc1cc(C)n(-c2ccc(C(=O)N3CC(C)OC(C)C3)cc2)n1 (centres undefined)	4%	-33%[inhibitor]	10%	6%	-12%[46 µM]	-1%	-1%
Brc1cnc(N2CCCC2)nc1N1CCCCC1	-12%	-18%	1%	11%[38.3 µM]	-6%	4%	-5%
CCOc1ccc(S(=O)(=O)NCCC(=O)OCC(=O)N2CC(=O)Nc3ccccc32)cc1	-2%	-52%[inhibitor]	-6%	3%	-1%[46 µM]	-1%	-9%
O=C(O)CCSc1nnc(SCC(=O)NCC(F)(F)F)s1	24%	-14%[10 µM]	5%	3%	0%	-3%	u
Cn1c(=O)c2c(ncn2CCCC(=N)N2CCOCC2)n(C)c1=O	13%	6%[10 µM]	2%	4%	9%[46 µM]	0%	0%
CCn1ncc(C2=NOC(C(=O)NCCc3ccccc3)C2)c1C (centres undefined)	22%[9.22 µM]	-8%	3%	-2%[38.3 µM]	-1%	1%	-13%
O=C(NCCc1ccccc1)C(=O)Nc1ccc([N+](=O)[O-])cc1	-7%[9.22 µM]	20%[10 µM]	4%	-1%	-2%[46 µM]	2%	-2%
FC(F)(F)c1cccc(NC(=S)N2CCN(c3ccccn3)CC2)c1	23%	-2%	3%	-5%	x	-1%	6%
O/N=C/c1cc(Cl)ccc1OCc1cccc2ccccc12	u	-18%	-2%	16%[38.3 µM]	u	3%	-20%
C/C(=N\Nc1ccccc1[N+](=O)[O-])c1ccc(N2CCOCC2)cc1	-3%	-13%	-19%	-6%	-23%[46 µM]	-12%	u
NC(=O)CSc1nnc(Cn2cnc3ccccc32)o1	u	-16%	-2%	-4%	-3%[46 µM]	1%	-13%
Cc1nc(NCc2ccccn2)c2ccccc2n1	u	27%[10 µM]	1%	23%[38.3 µM]	u	-2%	x
Clc1ccc(Cn2nnc(-c3ccc(CN4CCOCC4)cc3)n2)cc1	-23%	-7%	-1%	45%[activator][38.3 µM]	-16%	1%	-29%
CCN(CC)S(=O)(=O)c1ccc(C(=O)Nc2c3c(nn2C(C)(C)C)CS(=O)(=O)C3)cc1	19%	2%[10 µM]	-5%	3%	-10%	0%	4%
COc1ccc2oc(=O)c(C(=O)NCc3ccccn3)cc2c1	20%	5%[1.9 µM]	7%	3%	-6%	8%	-25%
Cc1cccc(NC(=O)c2ccc([N+](=O)[O-])o2)c1	11%[9.22 µM]	18%[10 µM]	1%	x	x	x	x
COC(=O)C1SCC2C(=O)N(Cc3ccc(F)cc3)CC(=O)N21 (centres undefined)	-13%	-26%	-18%	-12%	3%[9.22 µM]	4%	8%
O=c1cc(-c2ccccc2)nc2c(-c3ccccc3)c(C(F)(F)F)[nH]n12	18%[9.22 µM]	-13%[10 µM]	u	x	-9%[46 µM]	x	x
O=C(Nc1ccccc1)Nc1nnc(-c2ccccc2)s1	1%[9.22 µM]	14%[10 µM]	6%	x	x	x	x
COc1ccccc1/C=N/NC(=O)c1cccc(NC(=O)c2ccccc2Cl)c1	18%	-31%	3%	7%	x	0%	0%
COCCNC(=O)CSc1nc2sc(C)c(C)c2c(=O)n1-c1ccccc1	0%[9.22 µM]	3%[10 µM]	6%	x	x	x	x
CCOC(=O)CNc1ncc(C(F)(F)F)cc1Cl	-1%	23%[10 µM]	-3%	-14%	22%[9.22 µM]	1%	0%
COC(=O)C1(c2ccccc2)NC(c2cccs2)C2C(=O)N(C)C(=O)C21 (centres undefined)	-4%	-10%[10 µM]	2%	-5%[38.3 µM]	9%	0%	-9%
COc1cc(C)c(S(=O)(=O)Nc2ccccc2F)cc1C	3%	-9%	3%	29%[38.3 µM]	7%	0%	2.2µM*
COc1ccc(CCNC(=O)CN(c2cccc([N+](=O)[O-])c2)S(C)(=O)=O)cc1	1%[9.22 µM]	8%	-2%	4%	-12%[46 µM]	-1%	-11%
COc1ccc(C(=O)NCC(=O)NCC(=O)OCc2ccc(Br)cc2)cc1	18%	-6%[10 µM]	0%	1%	x	-2%	-1%
CCCN1CCC(N(C)CCc2ccc(OC)c(OC)c2)CC1	3%	-6%	-1%	16%[38.3 µM]	8%	4%	0%
CCOC(=O)Cc1cc(=O)n2[nH]c(-c3ccc(Cl)cc3)cc2n1	-2%[9.22 µM]	-92%[inhibitor]	-2%	-1%[38.3 µM]	-7%	4%	19%
CCC(C)NC(=O)C1c2cc(OC)c(OC)cc2C(=O)N(C)C1c1cccs1 (centres undefined)	1%	-6%	1%	-12%[38.3 µM]	4%	0%	-14%
Cc1cc(/C=C2/SC(=O)N(CC(=O)OC(C)C)C2=O)c(C)n1C	15%	-9%	-15%	39%[activator][38.3 µM]	u	16%	18%
Cc1csc(SCC(=O)N2CCN(S(=O)(=O)c3ccc(Cl)cc3)CC2)n1	-7%	-18%	1%	17%[38.3 µM]	9%	-6%	-15%
COc1ccc(C)cc1-n1c(SCC(=O)Nc2cc(C)on2)nc2sc(C)c(C)c2c1=O	6%	-20%[0.074 µM]	1%	-9%[38.3 µM]	u	0%	-9%
